Screens from PubChem BioAssay.
A549 tox: kills or reduces viability of A549 cells in Nrf2 counter-screen. A549 ARE-Fluc cells, CellTiter-Fluor viability, 18-24 h. Potency, µM (top dose mostly 46 µM), for the others: at the top dose activity change, negative = cytotoxicity, actives largely listed as inhibitors. 390,000 compounds, 0.16% hits; further: on the % scale 0 is the no-effect control and ±100 the full control effect
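A549 ARE-Fluc cells in 5% FBS OPTI-MEM, 5000 cells/well, rested 2 h then exposed to compounds in concentration-response for 18-24 h at 37 °C. Viability by CellTiter-Fluor fluorescence (Ex 405/Em 525) after 30 min; luciferase luminescence (BugLite, 15 min, RT) read afterwards.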
EPAC2 antagonist: antagonists of human EPAC2; Q8WZA2; EPAC2 GEF exchange of Rap1B-BODIPY-GDP, fluorescence; Potency, µM (highest dose often 114 µM), for inactives: at the top dose activity, negative = inhibition, most hits filed as inhibitors; 360,000 compounds, 0.18% hits; further: on the % scale 0 is the no-effect control and ±100 the full control effect; nearly all actives have a fitted effect of over 45% in size; many of its hits are not listed in these tables
Target sequence (Q8WZA2 whole entry, looked up): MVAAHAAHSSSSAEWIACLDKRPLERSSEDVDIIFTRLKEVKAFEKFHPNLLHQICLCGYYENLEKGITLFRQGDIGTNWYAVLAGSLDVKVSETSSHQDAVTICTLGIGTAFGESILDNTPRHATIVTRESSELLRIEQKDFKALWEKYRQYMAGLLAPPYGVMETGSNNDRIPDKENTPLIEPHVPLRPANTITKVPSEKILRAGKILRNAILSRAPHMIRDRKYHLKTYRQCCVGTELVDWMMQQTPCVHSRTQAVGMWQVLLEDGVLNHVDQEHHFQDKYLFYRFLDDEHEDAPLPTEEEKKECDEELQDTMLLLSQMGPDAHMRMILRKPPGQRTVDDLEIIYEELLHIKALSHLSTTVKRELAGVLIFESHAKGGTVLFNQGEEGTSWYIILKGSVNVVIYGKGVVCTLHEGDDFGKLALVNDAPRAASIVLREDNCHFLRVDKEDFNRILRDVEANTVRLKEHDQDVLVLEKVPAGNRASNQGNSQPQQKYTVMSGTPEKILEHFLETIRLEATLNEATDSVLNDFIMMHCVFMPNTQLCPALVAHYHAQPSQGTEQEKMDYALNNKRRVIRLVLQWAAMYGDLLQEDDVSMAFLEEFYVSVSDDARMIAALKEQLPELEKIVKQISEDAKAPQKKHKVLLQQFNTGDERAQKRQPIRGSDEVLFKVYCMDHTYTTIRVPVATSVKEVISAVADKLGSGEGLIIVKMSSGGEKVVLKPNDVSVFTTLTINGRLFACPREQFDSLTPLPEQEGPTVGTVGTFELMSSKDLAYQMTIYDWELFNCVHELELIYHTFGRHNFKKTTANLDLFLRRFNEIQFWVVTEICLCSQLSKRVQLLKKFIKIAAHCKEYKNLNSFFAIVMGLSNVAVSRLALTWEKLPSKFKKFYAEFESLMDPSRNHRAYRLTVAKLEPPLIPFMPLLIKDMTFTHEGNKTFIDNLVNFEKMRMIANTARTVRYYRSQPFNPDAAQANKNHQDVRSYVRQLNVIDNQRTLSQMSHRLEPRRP
S2 tox: viability counter-screen for ATXN expression inhibitors. 400,000 compounds, 0.49% hits. Potency, µM (top dose mostly 56.7 µM), actives largely listed as cytotoxic. S2 cells (HEK-293 line with an ATXN2-luciferase reporter) viability, CellTiter-Fluor protease fluorescence, 24 h. AID 651635; further: nearly all actives have a fitted effect of over 40% in size
Nrf2 ARE act: Nrf2 pathway activation; AREc32 ARE-luciferase reporter (MCF7-derived line), luminescence, 24 h; Potency, µM (series often up to 46.1 µM), for inactives: top-dose activation, hits mostly activators; 410,000 compounds, 0.31% hits; further: % of control where 0% means no effect; nearly all actives have a fitted effect of over 65% in size
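AREc32 cells carrying an ARE-driven firefly luciferase, 1000 cells/well in OPTI-MEM with 5% FBS, dosed after overnight attachment and incubated 24 hr at 37 deg C. Steady-Glo luminescence read after 30 min at RT.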
ATXN2 expr inh: reduces ATXN2 reporter expression in HEK-293 cells. HEK-293 ATXN2-luciferase reporter, luminescence, 24 h. 360,000 compounds, 0.72% hits. Potency, µM (doses to about 57 µM), inactives show top-dose activity change, negative = inhibition, hits mostly inhibitors; further: on the % scale 0 is the no-effect control and ±100 the full control effect; nearly all actives have a fitted effect of over 55% in size
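qHTS (up to 57 uM final) was run with 24 h compound exposure of reporter cells at 37 °C. Each well was multiplexed: SteadyGlo luminescence measured ATXN2-luciferase expression after a fluorogenic Gly-Phe-AFC viability readout (25 uM final).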
Nrf2 inh: blocks Nrf2 signaling; 360,000 compounds, 2.1% hits; Potency, µM (highest dose often 46 µM), inactives show at the highest dose activity change, negative = inhibition, hits mostly inhibitors; A549 ARE-Fluc reporter, luciferase luminescence, 18-24 h; further: on the % scale 0 is the no-effect control and ±100 the full control effect; nearly all actives have a fitted effect of over 60% in size
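Concentration-response testing used A549 ARE_Fluc cells at 5000 cells/well. Following an 18-24 h compound incubation, viability was read by fluorescence (Ex 405/Em 525) and luciferase output by luminescence.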
TGFb inhibitor: TGF-b pathway inhibition; HepG2 CAGA-GFP TGF-b/SMAD3 reporter, GFP fluorescence, 18 h; TGF-beta stimulated, 500 pg/mL final; Potency, µM (doses to about 46.1 µM), for the others: at the highest dose activity, negative = inhibition, most hits filed as inhibitors; 410,000 compounds, 1.2% hits; further: on the % scale 0 is the no-effect control and ±100 the full control effect; nearly all actives have a fitted effect of over 65% in size
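First, reporter cells (HEPG2 CAGA-GFP) rested 2 h at 37 degrees C. Next, compounds were pinned in and TGF-beta added to 500 pg/mL final. After 18 h, GFP was imaged per cell and summed per well.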
MCF10A rerep: induces DNA re-replication in MCF 10a normal breast cells; MCF 10A DNA re-replication, Hoechst nuclear intensity, 48 h; Potency, µM (series often up to 46.1 µM), without a hit: at the top dose activity, positive = re-replication, most hits filed as activators; 350,000 compounds, 2.9% hits; AID 624296; further: % of control where 0% means no effect; nearly all actives have a fitted effect of over 50% in size
HepG2 tox: kills HepG2 cells in TGF-b inhibitor counter-screen; Potency, µM (series often up to 46.1 µM), without a hit: top-dose activity change, negative = cytotoxicity, hits mostly cytotoxic; 410,000 compounds, 0.76% hits; HepG2 CAGA-GFP viability, ATP luminescence, 18 h; AID 588856; further: some results filed as inactive show a strong effect at the top dose
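HepG2 CAGA-GFP cells (1000/well, DMEM with 1% FBS) received compound, then TGF-beta at 500 pg/mL final, and were incubated 18 hours at 37 degrees C. Viability was read by CellTiter-Glo luminescence. Media-only wells were set as complete cell-killing and DMSO as no toxicity.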
Active calls of the source: *; i = inactive; ? = inconclusive; / = not tested or not shown; & = joins results of further samples; [ ] = another dose, or the depositor's remark. The call rests on the fitted dose curve; in most records, active means well fitted curve in the direction sought with a large enough effect; inconclusive means small, poorly fitted or top-dose-only effect, or another doubt; inactive means no such curve, though single readings can be large; an effect the other way counts as inactive or inconclusive. Potency means the concentration at half of the fitted maximal effect. A portion of the library; count on the stated rates, not on these rows.

cpd	Compound	A549 tox	EPAC2 antagonist	S2 tox	Nrf2 ARE act	ATXN2 expr inh	Nrf2 inh	TGFb inhibitor	MCF10A rerep	HepG2 tox
1	COc1ccc(C(C(=O)NCC2CCCO2)N(Cc2cccs2)C(=O)c2snc(C(N)=O)c2N)cc1OC (centres undefined)	-4%	-2%	i	-0.1%	5%	-4%	12%	0%	13%
2	O=[N+]([O-])c1cnc(N2CCCCC2)c([N+](=O)[O-])c1	-4%	-11%	i	-0.7%	-2%	0%	-6%	17%	-19%
3	CC1Cc2ccccc2N1C(=O)CSc1nnc(CNc2ccccc2)o1 (centres undefined)	2%	1%	i	-0.2%	2%	12%	22%	-3%	-19%
4	CCOC(=O)c1cnc(SC)nc1Nc1cccc(F)c1	14%	-1%	i	5.3%	1%	/	-7%	-3%	6%
5	O=C(c1ccco1)c1nnn(Cc2ccccc2)c1-c1ccccc1	6%	-16%	i	-0.3%	0%	21%	-28%	?	-26%
6	CC1CN(C(=O)N(C)C)CCN1C(=O)N(C)C (centres undefined)	-12%	19%	i	-0.3%	-1%	-5%	-4%	-4%	-5%
7	O=C(Nc1cc(=O)c2ccccc2o1)N1CCCCC1	/	-4%	i	2.3%	-5%	?	-7%	?	-15%
8	CC(=O)N1CCN(CCN(CC2C(C)C=C(C)CC2C)C(C)=O)CC1 (centres undefined)	13%	5%	i	0.2%	-7%	/	17%	-4%	-1%
9	NS(=O)(=O)c1ccc(CCNC(=O)c2cccc3ccccc23)cc1	2%	11%	i	0.6%	11%	-9%	0%	?	-1%
10	Cc1ccc(S(=O)(=O)CC(O)COc2ccccc2C#N)cc1 (centres undefined)	7%	4%	i	3.0%	/	3%	16%	4%	23%
11	COc1ccc(NC(=O)CSc2nnc(Cc3cccn3C)n2-c2ccc(C)cc2)cc1OC	-3%	-4%	i	-0.2%	-5%	-25%	-13%	0%	0%
12	C/C(=N\NC(=O)c1ccc(Cl)c(S(=O)(=O)Nc2ccccc2Cl)c1)c1ccncc1	-8%	-11%	i	0.2%	1%	?	-2%	1%	-2%
13	COc1ccc(-c2nn(-c3ccccc3)cc2C2CC(c3cccs3)=NN2C(=O)CCCC(=O)O)cc1 (centres undefined)	-15%	0%	i	-0.7%	-9%	?	-15%	-1%	-7%
14	O=C(CSc1cccc(C(F)(F)F)c1)Nc1ccc(Cl)cc1Cl	-9%	-1%[57.1 µM]	i	-1.0%	-6%	-24%	-1%	9%	2%
15	C=C1CC(COc2cc(=O)oc3ccccc23)(c2ccccc2)OC1=O (centres undefined)	-11%	3%	/	?	?	?	5µM*	2.6µM*	6.3µM*
16	O=C(C1=C[C@H](c2ccc(Br)cc2)C[C@H](OCCCCO)O1)N1CCOCC1	-9%	12%	i	12%	0%	-2%	-3%	-8%	-22%
17	O=C(O)CCCCCNC(=O)CCn1cnc2ccccc2c1=O	4%	4%	i	-0.4%	6%	1%	15%	0%	-4%
18	CC(=O)Nc1nnc(-c2ccc(Cl)s2)o1	0%	4%	i	23%	9%	16%	6%	14%	-41%
19	O=C1CCc2cc(S(=O)(=O)N3CCCC3C(=O)N3CCN(c4ccccc4)CC3)ccc2N1 (centres undefined)	5%	4%	i	0.4%	4%	-1%	-3%	2%	0%
20	O=c1cc(-c2ccccc2O)nc(-c2ccccc2)[nH]1	-3%	8%	i	25%	16%	5%	-4%	1%	-3%

Two entries drawn at random from those above:
cpd	Compound	A549 tox	EPAC2 antagonist	S2 tox	Nrf2 ARE act	ATXN2 expr inh	Nrf2 inh	TGFb inhibitor	MCF10A rerep	HepG2 tox
13	COc1ccc(-c2nn(-c3ccccc3)cc2C2CC(c3cccs3)=NN2C(=O)CCCC(=O)O)cc1 (centres undefined)	-15%	0%	i	-0.7%	-9%	?	-15%	-1%	-7%
17	O=C(O)CCCCCNC(=O)CCn1cnc2ccccc2c1=O	4%	4%	i	-0.4%	6%	1%	15%	0%	-4%

Remaining list, next part.
cpd	Compound	A549 tox	EPAC2 antagonist	S2 tox	Nrf2 ARE act	ATXN2 expr inh	Nrf2 inh	TGFb inhibitor	MCF10A rerep	HepG2 tox
21	CCCOc1cccc(C(=O)Nc2ccccc2C(=O)N2CCN(C)CC2)c1	0%	9%	i	-0.3%	11%	17%	-6%	2%	5%
22	COC(=O)c1ccccc1OCC(=O)N1CCN(c2ccc(F)cc2)CC1	0%	-1%	i	-0.5%	-1%	-2%	13%	-1%	-21%
23	CC(=O)c1ccc(NC(=O)CSc2nnc(N)s2)cc1	7%	/	i	7.7%	45%[activator]	?	-3%	/	-25%
24	S=C(Cc1cccnc1)N1CCOCC1	2%	-5%	i	-0.6%	7%	-9%	-22%	-56%[inhibitor]	-38%
25	COc1cccc(C2C(C(=O)Nc3ccccc3)=C(C)N=c3s/c(=C/c4ccc(OCC(=O)O)cc4)c(=O)n32)c1 (centres undefined)	-14%	-8%	?	-0.2%	2%	1%	4%	9%	-26%
26	O=C(Nc1cccc2ccccc12)N1CCN(Cc2ccc3c(c2)OCO3)CC1	1%	12%	i	0.2%	-5%	7%	10%	0%	-6%
27	CCOc1ccccc1NC(=O)CSc1nnc(-c2ccco2)o1	-1%	-1%	i	12%	7%	10%	-6%	31%	-3%
28	Cc1ccc(S(=O)(=O)Nc2cccc3c2O[C@H](CN(C)C(=O)Nc2ccc(C(F)(F)F)cc2)[C@@H](C)CN([C@H](C)CO)C3=O)cc1	-18%	-13%	?	3.8%	-8%	18µM*	?	?	-7%
29	O=C(NCc1ccccn1)C(=O)NCC1OCCCN1S(=O)(=O)c1cc(F)ccc1F (centres undefined)	-4%	-5%	?	-0.3%	-6%	6%	-35%	-2%	-2%
30	CCN(CC)CCn1c(=S)[nH]c2cc(C(=O)N3CC(C)CC(C)C3)ccc2c1=O (centres undefined)	5%	13%	i	-0.5%	-1%	-8%	-7%	-2%	-5%
31	COc1cc(C(=O)OCC(=O)Nc2cc(C)on2)ccc1OCc1ccccc1Cl	-6%	14%	i	0.2%	-14%	?	3%	?	0%
32	CCN1C(=O)[C@H]2[C@@H](c3ccc(-c4ccc(OC)cc4)cc3)N3CCCC[C@@]3(C(=O)OC)[C@H]2C1=O	0%	-6%	i	-1.0%	?	?	-16%	6%	-5%
33	Cc1ccc(C(=O)c2cc3c(cc2[N+](=O)[O-])OCCO3)cc1	-10%	-7%	?	0.1%	-4%	4%	7%	12%	4%
34	CN(C)S(=O)(=O)c1ccc(C(=O)NCC(C)(C)CN=C2NS(=O)(=O)c3ccccc32)cc1	-13%	-1%	i	0.1%	3%	?	1%	-6%	-16%
35	CCOc1ccccc1NC(=O)CN(C)S(=O)(=O)c1ccc2nc(C)sc2c1	11%	/	/	-0.8%	/	-20%	/	/	-13%
36	CCOP(=O)(OCC)/C(=N/OC(=O)c1cccc([N+](=O)[O-])c1)C(N)=O	1%	3%	i	-0.3%	-3%	-36%	-26%	-3%	15%
37	Cc1ccc(S(=O)(=O)NCCCCCCNS(=O)(=O)c2ccc(C)cc2)cc1	/	2%	i	0.4%	/	/	?	/	-32%
38	Cc1nc2nc(SCC(=O)NCc3ccccc3)nn2c(C)c1Cc1ccccc1	8%	/	/	-0.4%	/	/	-19%	/	-14%
39	COc1ccc(N2CCN(C(CNS(=O)(=O)c3ccc4c(c3)OCCO4)c3ccco3)CC2)cc1 (centres undefined)	-8%	0%	i	1.4%	-20%	?	0%	?	-41%
40	COC(c1ccc(Cl)cc1)(c1ccc(Cl)cc1)C(Oc1nccc(C)n1)C(=O)O (centres undefined)	4%	7%	i	0.2%	-12%	?	?	-6%	5%
41	COc1ccc(NC(=O)CSc2nc3c([nH]c4ccccc43)c(=O)n2C)cc1	-9%&-2%	2%	i	0.6%&7.5%	5%	-12%	-17%&0%	0%	3%&-6%
42	Nc1nonc1C(=O)NCCNS(=O)(=O)c1ccc(F)cc1	-2%	5%	?	-0.7%	-4%	-9%	-9%	-1%	0%
43	C#CC[N+](C)(C)CCCCCCCC	?	5%	i	-1.0%	-14%	?	-1%	11%	-13%
44	Cc1cc(C(=O)Nc2ccccc2)c(C)o1	-7%	7%	?	4.4%	15%	7%	0%	-3%	-8%
45	COc1ccc(C(=O)N2c3ccccc3CC2C)cc1OC (centres undefined)	-6%	12%	?	-0.1%	-39%	7%	-3%	?	4%
46	Cc1sc(NC(=O)CSc2ncn(-c3ccccc3)n2)nc1-c1ccccc1	-7%	2%[57.1 µM]	i	4.1%	-2%	12µM*	-17%	13%	2%
47	COc1cccc(NS(=O)(=O)NC(=O)c2cn(C)c3ccccc23)c1	-3%	0%	i	0.3%	10%	-10%	0%	?	-1%
48	O=C(O)c1cnc2ccccc2n1	3%	23%	i	-1.0%	3%	21%	0%	1%	5%
49	CCc1cc(C(=O)NN2C(=O)NC3(CCCCC3)C2=O)sc1C	8%	-13%	i	-0.4%	-2%	-4%	-4%	16%	-20%
50	Cc1noc(C)c1S(=O)(=O)N1CCN(c2ccccc2Cl)CC1	2%	0%	i	-0.9%	2%	-22%	6%	4%	7%
51	O=C(Nc1ccnn1C1CCN(C(=O)c2ccc(F)c(Cl)c2)CC1)C1CC1	0%	-1%	i	0.6%	2%	26%	1%	-3%	-25%
52	Cc1c(C(=O)OCC(=O)Nc2ccccc2OC(F)F)cccc1[N+](=O)[O-]	-8%	5%	i	3.0%	/	-6%	12%	-1%	8%
53	Cc1ccc(NC(=S)Nc2cccc3ccccc23)cc1F	10%	-13%	i	6.4%	39%[activator]	?	-28%	?	-2%
54	CCN(CC)C(=O)C1CCN(c2cc(C)nc3c(-c4ccc(OC)c(OC)c4)c(C)nn23)CC1	0%	/	i	0.1%	4%	-7%	-26%	/	-2%
55	CCOC(=O)c1ccccc1NC(=O)CSC(C)C(=O)Nc1cc(C)on1 (centres undefined)	2%	11%	i	-0.5%	15%	-3%	-16%	7%	-4%
56	c1ccc(CSc2ncnc3c2oc2ccccc23)cc1	-4%	-6%	i	-0.3%	4%	?	28%	?	-19%
57	COC(=O)c1ccccc1S(=O)(=O)NCc1nc2nc(C)cc(C)n2n1	-14%	1%	i	0.3%	-10%	16%	2%	-1%	-3%
58	Cc1nc2scc(C)n2c(=O)c1S(=O)(=O)NCc1ccc(F)cc1	4%	8%	i	-1.7%	/	-4%	17%	0%	33%
